EPAC2 ag: qHTS for Agonist of cAMP-regulated guanine nucleotide exchange factor 4 (EPAC2): primary screen; Rap guanine nucleotide exchange factor 4 (Homo sapiens), Q8WZA2; EPAC2 activation, biochemical qHTS; response scale: 100% = 6.5 mM cAMP response; Potency, µM (highest dose often 154 µM), inactives show top-dose activation, actives largely listed as activators; 0.079% of 360,000 active; note: nearly all actives have a fitted effect of over 50% in size
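Nucleotide exchange monitored as fluorescence drop when BODIPY-GDP leaves Rap1B. Reaction: 100 nM EPAC2, 250 nM RAP1B-BODIPY-GDP, 50 uM GDP, room temperature, kinetic read over 30 min. Activity expressed relative to 6.5 mM cAMP.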
EPAC1 antagonist: qHTS for Antagonist of cAMP-regulated guanine nucleotide exchange factor 3 (EPAC1): primary screen. AID 720709, 2013. 0.14% of 360,000 active. Rap guanine nucleotide exchange factor 3 (Homo sapiens), O95398. EPAC1 GEF assay, Rap1b-BODIPY-GDP exchange fluorescence. Potency, µM (top dose mostly 115 µM), for the others: top-dose activity change, negative = inhibition, usual class: inhibitors;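 note: plate controls were vehicle for no effect and positive control for full effect; nearly all actives have a fitted effect of over 50% in size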
EPAC2 antagonist: qHTS for Antagonist of cAMP-regulated guanine nucleotide exchange factor 2 (EPAC2): primary screen | 0.18% of 360,000 active | AID 720708, 2013 | EPAC2 GEF exchange of Rap1B-BODIPY-GDP, fluorescence | Potency, µM (top dose mostly 114 µM), for the others: at the highest dose activity, negative = inhibition, actives largely listed as inhibitors | Rap guanine nucleotide exchange factor 4 (Homo sapiens), Q8WZA2; note: % is set by controls: 0 for no effect and ±100 for the full control effect; nearly all actives have a fitted effect of over 45% in size; many of its hits are not listed in these tables
aSyn yeast inh: qHTS of alpha-syn Inhibitors | AID 652106, 2013 | 0.14% of 370,000 active | Yeast expressing alpha-synuclein, growth rescue, BacTiter-Glo, 24 h | Potency, µM (top dose mostly 46.1 µM), for the others: at the top dose growth rescue (activation), usual class: activators; note: % of control where 0% means no effect; nearly all actives have a fitted effect of over 65% in size
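Rescue of yeast growth: cells expressing toxic alpha-synuclein, induced in galactose at OD600 0.02, incubated with compound 24 h at 30 C. ATP luminescence quantified growth; inhibitors of toxicity appear as activators.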
FUS yeast rescue: qHTS for Suppressors of FUS Proteinopathy: Primary screen using FUS-linked yeast assay; S. cerevisiae FUS-expressing, growth rescue, OD600, 24 h; Potency, µM (doses to about 76.6 µM), inactives show at the highest dose growth rescue (activation), most hits filed as activators; 0.24% of 390,000 active; AID 1347120, 2019;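 note: plate controls were DMSO vehicle for no effect and reference control for full effect; nearly all actives have a fitted effect of over 55% in size; some results filed as inactive show a strong effect at the top dose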
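Read-out: OD at 600 nm after 24hr at 30C, reporting rescue of FUS-induced yeast toxicity. Cells at OD 0.005 in galactose (2%) minimal medium; compounds tested in a dilution series; CP55940 titration from 92uM final as control.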
EPAC1 ag: qHTS for Agonist of cAMP-regulated guanine nucleotide exchange factor 3 (EPAC1): primary screen | EPAC1 agonist qHTS, biochemical assay; response scale: 100% = response to 6.5 mM cAMP | Potency, µM (series often up to 154 µM), for the others: at the highest dose activation, actives largely listed as activators | 0.073% of 360,000 active; note: nearly all actives have a fitted effect of over 60% in size
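Read-out is the fluorescence drop as BODIPY-GDP leaves Rap1B (480 nm excitation, 540 nm emission), recorded every 5 minutes over 30 minutes. Reactions held 100 nM EPAC1, 250 nM Rap1B–BODIPY-GDP and 50 uM GDP, with 6.5 mM cAMP setting full activation.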
TDP-43 yeast inh: qHTS of TDP-43 Inhibitors; TDP-43 expressing yeast growth rescue, BacTiter-Glo, 24 h; Potency, µM (top dose mostly 46.1 µM), inactives show top-dose growth rescue (activation), hits mostly activators; 1.8% of 410,000 active; note: % of control where 0% means no effect; nearly all actives have a fitted effect of over 50% in size
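Growth rescue of TDP-43-toxic yeast measured as ATP luminescence (BacTiter-Glo). Cells grown to mid-log in raffinose, induced in galactose at OD600=0.02, exposed to compound 24 hr at 30 deg C.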
PTHR1 agonist: qHTS for PTHR1 Agonists: Primary Screen; Parathyroid hormone/parathyroid hormone-related peptide receptor (Homo sapiens), Q03431; HEK293 GP2 PTHR1 cells, GloSensor cAMP luminescence, 1 h; Potency, µM (titrated, usually from 115 µM), inactives show at the top dose activation, most hits filed as activators; 0.075% of 410,000 active; AID 743266, 2014; note: nearly all actives have a fitted effect of over 55% in size; some results filed as inactive show a strong effect at the top dose; inactives centre near -15; many of its hits are not listed in these tables
Target sequence (Q03431 whole entry, looked up): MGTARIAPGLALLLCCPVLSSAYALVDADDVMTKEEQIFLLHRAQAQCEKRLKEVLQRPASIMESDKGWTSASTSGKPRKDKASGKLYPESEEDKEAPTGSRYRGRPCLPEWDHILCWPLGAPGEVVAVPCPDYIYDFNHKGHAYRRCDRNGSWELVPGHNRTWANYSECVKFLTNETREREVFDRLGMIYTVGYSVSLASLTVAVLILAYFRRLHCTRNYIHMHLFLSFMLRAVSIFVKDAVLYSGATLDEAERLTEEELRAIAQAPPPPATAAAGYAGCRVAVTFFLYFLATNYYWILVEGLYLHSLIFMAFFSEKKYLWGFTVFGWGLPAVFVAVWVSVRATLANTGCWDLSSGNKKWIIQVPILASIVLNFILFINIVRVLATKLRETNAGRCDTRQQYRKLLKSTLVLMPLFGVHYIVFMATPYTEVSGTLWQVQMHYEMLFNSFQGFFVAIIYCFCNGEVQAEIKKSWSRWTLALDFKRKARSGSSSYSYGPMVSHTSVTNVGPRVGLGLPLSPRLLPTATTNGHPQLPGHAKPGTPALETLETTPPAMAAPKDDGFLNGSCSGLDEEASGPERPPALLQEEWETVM
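HEK-293-derived GP2 cells expressing PTHR1 and a GloSensor cAMP reporter, 3,000/well, plated overnight, given luciferin plus IBMX (each 0.5 mM as added) for 1 h at 37 °C, then compound for 1 h at 37 °C. Luminescence was read after 15 min at room temperature.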
* = called active by the depositor; i = inactive; ? = inconclusive; · = no result given; [ ] = dose if it differs, or a comment. Calls come from the whole dose curve; as a rule, active = well fitted curve in the direction sought with a large enough effect; inconclusive = small, poorly fitted or top-dose-only effect, or another doubt; inactive = no such curve, though single readings can be large; an effect the other way counts as inactive or inconclusive. Potency is the fitted concentration of half-maximal effect.

SMILES	EPAC2 ag	EPAC1 antagonist	EPAC2 antagonist	aSyn yeast inh	FUS yeast rescue	EPAC1 ag	TDP-43 yeast inh	PTHR1 agonist
CCN(C(=O)COC(=O)c1cccnc1Nc1cccc(C(F)(F)F)c1)C1CCS(=O)(=O)C1 (centres undefined)	4%	-4%	-2%	-2%	·	0%	-4%	-11%
Cc1cnc(CNC(=O)c2csc([C@@H]3C[C@H](O)[C@@H](CO)O3)n2)cn1	9%	-1%	9%	-2%	-28%	-2%	19%	i
Cc1ccc(C)c(S(=O)(=O)N2CCN(C(=O)Cc3ccc(S(=O)(=O)N4CCOCC4)s3)CC2)c1	6%	1%	0%	-2%	35%	-2%	9%	-33%[inhibitor]
COc1ccc(CN(CC(O)COCc2ccccc2)S(=O)(=O)c2ccccc2Br)cc1OC (centres undefined)	15%	-8%	-9%	-2%	27%	-10%	-7%	-7%
[O-][n+]1onc2c1CCc1nnccc1-2	-5%	-11%	-1%	0%	2%	7%	4%	-16%[57.5 µM]
CCSc1ncccc1C(=O)N[C@@H](CCSC)C(=O)OC	4%	-7%	-12%	-4%	2%	1%	-15%	13%
COc1cccc(C(c2nnnn2C(C)(C)C)N2CCN(C3CCCCC3)CC2)c1OC (centres undefined)	2%	-1%	4%	0%	·	0%	10%	i
COc1ccc(-n2c(=S)[nH]c3cc(C(=O)Nc4ccc(F)cc4)ccc3c2=O)c(OC)c1	17%	-21%	5%	-16%	14%	13%	-16%	-29%
CCOC(=O)c1[nH]c2ccccc2c1N=CN(CC)CC	-7%	10%	4%	-2%	18%	-7%	-7%	i
COc1ccc(CCN=C(C)C2=C(O)C(c3ccccc3)OC2=O)cc1OC (centres undefined)	0%	1%	0%	7%	-6%	-13%	18%	-33%[inhibitor]
COC(=O)c1ccc(COc2cccc(C)c2C)cc1	2%	-21%	-17%	-6%	-13%	8%	15%[9.22 µM]	-19%
CCOC(=O)N1CCN(C(=O)CSCc2ccccc2Cl)CC1	2%	-7%	1%	11%	10%	-4%	20%	-5%
Cc1ccc2c(c1)N(CCCC(=O)NCCC1=CCCCC1)C(=O)CO2	-3%	-7%	-6%	-1%	29%	-1%	1%	i
O=C(O)CNC(=S)N(Cc1ccccc1Cl)C1CCCC1	-3%	7%	-2%	-4%	30%	0%	-9%	i
Cc1nc(N2CCN(c3ccccn3)CC2)c2c(C)c(C(=O)Nc3ccc(F)c(Cl)c3)sc2n1	6%	?	-4%	-5%	-12%	17%	1%	-21%
CCOC(=O)C1=C(C)N(c2ccc(OC)cc2)C(=O)/C1=C\c1cccs1	-15%	1%	3%	0%	9%	1%	3%	-21%
O=C(O)CCCCCCCCc1cn(CC2CCCCC2)nn1	4%	-9%	6%	18%	6%	4%	28%	-3%
CN1CCN(C(c2cccc(Cl)c2)c2ccccc2Cl)CC1 (centres undefined)	2%	-24%	-6%	-4%	·	0%	14%	i
CC(=O)Nc1cc(NC(C)=O)cc(C(=O)OCC(=O)c2ccc3c(c2)OCO3)c1	1%	11%	20%	-7%	14%	2%	-41%[inhibitor]	-4%
Cc1nn2c(NCCCn3ccnc3)cc(C(C)C)nc2c1-c1ccccc1	-6%	-9%	-20%	-1%	5%	3%	-1%	i
O=c1cc(Cn2ccnc2)c2cc3c(cc2o1)CCC3	0%	4%	17%	-1%	·	-3%	-20%	i
COC(=O)C1=C(C)N(c2ccc(C)c(C)c2)/C(=C/c2cccs2)C1=O	-20%	13%	8%	-1%	2%	3%	-15%	i
CCN1CCc2c(sc(N)c2C(N)=O)C1	27%	2%	5%	2%	-8%	?	-6%	?
Cc1cc(OCC(O)CN(C)C(=O)C(C)Oc2ccccc2)ccc1Cl (centres undefined)	1%	-4%	-16%	2%	11%	-1%	?	-20%
COc1ccc(C)cc1S(=O)(=O)n1nc(C)cc1C	-4%	-2%	-12%	2%	-2%	12%	21%	i

Other entries follow:
SMILES	EPAC2 ag	EPAC1 antagonist	EPAC2 antagonist	aSyn yeast inh	FUS yeast rescue	EPAC1 ag	TDP-43 yeast inh	PTHR1 agonist
COC(=O)CSc1nnc(CNS(=O)(=O)c2ccc(C)cc2)n1C	5%	6%	14%	-11%	-13%	-5%	-15%	i
NC(=O)c1ccc[n+](CC(=O)c2ccc(Cl)c(Cl)c2)c1	8%	1%	-4%	5%	5%	2%	8%	i
CC(C)C(NC(=O)OCc1ccccc1)C(=O)NCC(=O)OC(C)(C)C (centres undefined)	-5%	3%	7%	6%	-1%	6%	19%	i
CC1Sc2ccc(C(=O)NCc3ccccc3Cl)cc2NC1=O (centres undefined)	4%	-14%	1%	-10%	-7%	0%	16%	-9%
COc1ccc(/C=C/C(=O)Nc2cc(C)nn2-c2nc3ccccc3n2Cc2cccc([N+](=O)[O-])c2)cc1	9%	7%	14%	0%	·	-2%	9%	i
CC(C)(C)NC(=O)C(c1ccccc1F)n1c(=O)c(-c2ccccc2)nc2ccccc21 (centres undefined)	7%	5%	-3%	-2%	3%	11%	16%	-3%
O=C(NCCc1ccc(Cl)cc1)c1cc(-c2ccccn2)nc2ccccc12	2%	1%	0%	-16%	25%	-4%	?	-13%
CCS(=O)(=O)N1CCN(c2ccc([N+](=O)[O-])c(N3CCOCC3)c2)CC1	1%	?	2%	-1%	8%	0%	-1%	i
O=C(OCc1cn([C@H]2C[C@H](c3ccccc3)N(Cc3cccs3)C[C@@H]2O)nn1)c1ccccc1	9%	2%	12%	-5%	-21%	-15%	-11%	-10%
CC1(Cc2ccc(F)cc2)C(=O)Nc2ccc(-c3cccnc3)cc21 (centres undefined)	7%	-8%	?	0%	-17%	-14%	13%	-9%
Cc1ccccc1CNS(=O)(=O)c1ccc2c(c1)C(C)(C)C(=O)N2C	4%	-21%	-12%	4%	10%	-2%	9%	i
CCN(CC(=O)Nc1c(F)cccc1F)C(=O)CCCOc1ccc(OC)cc1	4%	13%	15%	4%	-4%	-4%	0%	i
CCCOc1cccc(-c2nnc(N)s2)c1	1%	0%	7%	-8%	1%	-1%	12%	-10%
COc1ccc(/C=C/c2n[nH]c(=O)c(C#N)c2C)cc1	4%	-19%	-3%	1%	-3%	2%	4%	i
CCCOc1ccc(Cc2nn[nH]n2)cc1	-1%	6%	-5%	5%	4%	-1%	0%	-16%
Cc1ccc(C(=O)Cn2nnc3c(sc4nc5c(c(-c6ccccc6)c43)CCC5)c2=O)cc1	7%	-21%	-20%	4%	33%	7%	0%	i
COc1cccc(C(=O)N2CCN(Cc3ccco3)CC2)c1OC	8%	-11%	-6%	2%	-5%	9%	-25%	i
CC(=O)N1CCN(c2ccc(NC(=O)c3ccc4c(c3)OCCO4)cc2Cl)CC1	-4%	0%	3%	6%	20%	-1%	15%	-49%[inhibitor]
Cc1cccc(CNS(=O)(=O)c2ccc(-c3ccc(=O)[nH]n3)s2)c1	-4%	10%	5%	8%	15%	2%	?	-24%
Cc1cc(CNC(=O)c2ccc3nc(Cc4ccccc4F)oc3c2)nn1C	1%	-8%	-6%	-1%	17%	-3%	18%	-23%
CCOC(=O)CC1C(=O)NCCN1C(=O)c1cccc(C(F)(F)F)c1 (centres undefined)	3%	2%	20µM*	1%	1%	-4%	7%	i
Cc1cccc(-c2nc3cc(NC(=O)C4CCCO4)ccc3o2)c1 (centres undefined)	-3%	9%	13%	-6%	·	-3%	1%	-46%[inhibitor]
c1ccc(-c2ccc(OCCCn3cncn3)cc2)cc1	6%	-5%	-11%	19%	-8%	4%	?	-31%[inhibitor][57.5 µM]
COc1cccc(CNC(=O)CCS(=O)(=O)c2ccc3c(c2)NC(=O)CO3)c1	0%	-6%	-3%	-3%	13%	-3%	4%	i
COc1ccc(OC)c(CN2CCN(CCCc3ccccc3)C(CCO)C2)c1 (centres undefined)	9%	7%	-6%	-4%	-2%	3%	6%	-18%

(next part)
SMILES	EPAC2 ag	EPAC1 antagonist	EPAC2 antagonist	aSyn yeast inh	FUS yeast rescue	EPAC1 ag	TDP-43 yeast inh	PTHR1 agonist
O=C(COC(=O)CCSc1ccccc1)NCc1ccc(F)cc1	2%	1%	11%	3%	2%	-2%	23%	-2%
Nc1ccc(-c2cc(-c3cccc(N)c3)nc(-c3ccccc3)n2)cc1	5%	-8%	14%	3%	·	1%	?	i
CCCOc1ccc(/C=N/NC(=O)C2CCCN2S(=O)(=O)c2ccc(Cl)cc2)cc1 (centres undefined)	-12%	-17%	-8%	6%	-4%	-2%	13%	-2%
COc1ccc(NC(=O)Cc2nnc(N)s2)cc1	-2%	9%	-1%	6%	-2%	-7%	11%	0%
O=C(CCS(=O)(=O)c1ccccc1)Nc1ccc(S(=O)(=O)Nc2ncccn2)cc1	6%	1%	-4%	2%	0%	5%	-3%	i
O=C1CCCCc2sc(Br)c([N+](=O)[O-])c2N1	8%	-23%	-2%	3%	7%	4%	4%	-21%
O=C(NNC(=O)[C@@H]1CCCC[C@@H]1C(=O)O)Nc1ccccc1	-8%	5%	15%	-1%	-4%	-1%	-5%	-21%
COc1ccc(N2Cc3ccccc3C2=NC(=O)c2cncc(Br)c2)cc1	10%	-10%	-10%	-5%	2%	5%	-7%	i
Nc1nnc(SCC(=O)NNC(=O)c2ccccc2F)s1	0%	3%	20%	-1%	17%	-4%	-17%	i

Quoted at random: 4 entries already listed.
SMILES	EPAC2 ag	EPAC1 antagonist	EPAC2 antagonist	aSyn yeast inh	FUS yeast rescue	EPAC1 ag	TDP-43 yeast inh	PTHR1 agonist
COc1ccc(N2Cc3ccccc3C2=NC(=O)c2cncc(Br)c2)cc1	10%	-10%	-10%	-5%	2%	5%	-7%	i
O=C1CCCCc2sc(Br)c([N+](=O)[O-])c2N1	8%	-23%	-2%	3%	7%	4%	4%	-21%
Nc1ccc(-c2cc(-c3cccc(N)c3)nc(-c3ccccc3)n2)cc1	5%	-8%	14%	3%	·	1%	?	i
O=C(CCS(=O)(=O)c1ccccc1)Nc1ccc(S(=O)(=O)Nc2ncccn2)cc1	6%	1%	-4%	2%	0%	5%	-3%	i

Only part of the results is shown, so the mix of outcomes need not match the whole.
